esBAF inh – SWI/SNF esBAF complex inhibition; mouse ES cells, Bmi1-luciferase knock-in reporter, 24 h; 100% = twice the neutral-well signal; reporter increase, % at 12.5 µM; actives 2% (n = 350,000); AID 602393; in the data active means activation above about 40%;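 further: 0% = median of the plate's neutral control wells and 100% = double that signal; a rise in the Bmi1 reporter signal indicates esBAF inhibition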
RAD54 branch – RAD54 (human) branch migration inhibition; Q92698; AID 602329; RAD54 Holliday junction branch migration, FAM/BHQ fluorescence; inhibition, % at 10.4 µM; actives 0.14% (n = 360,000);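 active means mean normalized replicate activity at least 40 and at least half of replicates scoring 40 or more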;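 further: 0% = median of neutral control wells and 100% = median of positive control wells; inhibitors cause a drop in the FAM fluorescence signal; in these data hits start at about 50%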
Target sequence (Q92698 whole entry, looked up): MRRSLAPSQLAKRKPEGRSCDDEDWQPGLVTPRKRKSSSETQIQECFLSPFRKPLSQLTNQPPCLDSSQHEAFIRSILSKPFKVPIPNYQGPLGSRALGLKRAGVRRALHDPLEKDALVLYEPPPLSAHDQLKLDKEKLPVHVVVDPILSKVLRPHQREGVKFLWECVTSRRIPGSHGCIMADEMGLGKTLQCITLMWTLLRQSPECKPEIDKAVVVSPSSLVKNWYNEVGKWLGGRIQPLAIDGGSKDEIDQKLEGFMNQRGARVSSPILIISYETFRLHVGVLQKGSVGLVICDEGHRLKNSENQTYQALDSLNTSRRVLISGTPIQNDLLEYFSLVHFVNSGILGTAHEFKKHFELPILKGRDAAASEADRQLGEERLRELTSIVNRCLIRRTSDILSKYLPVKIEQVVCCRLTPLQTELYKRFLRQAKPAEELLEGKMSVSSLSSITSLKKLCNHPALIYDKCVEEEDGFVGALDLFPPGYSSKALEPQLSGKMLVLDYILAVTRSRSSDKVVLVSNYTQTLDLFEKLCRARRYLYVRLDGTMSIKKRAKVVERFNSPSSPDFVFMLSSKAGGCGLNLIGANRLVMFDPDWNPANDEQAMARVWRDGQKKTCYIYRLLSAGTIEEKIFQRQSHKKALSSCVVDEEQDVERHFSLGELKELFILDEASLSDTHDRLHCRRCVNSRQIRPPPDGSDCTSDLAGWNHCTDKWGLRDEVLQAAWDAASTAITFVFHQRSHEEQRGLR
* marks the source's active call; other numbers are inactive results. Not all compounds are listed. The share of hits here may be higher or lower than overall.

Screens in order – esBAF inh, RAD54 branch
Cc1cccc2cc(C(c3nnnn3C(C)(C)C)N3CCN(C(=O)c4ccco4)CC3)c(=O)[nH]c12 (centres undefined)
→ 3, -6
CCCOc1ccc([N+](=O)[O-])cc1C1NC(=S)NC(c2ccccc2)=C1C(=O)OCC (centres undefined)
→ 2, 0
CCOC(=O)Nc1ccc2c(c1)N(C(=O)N(C)C)c1ccccc1CC2
→ -2, 14
CSc1nsc(SC)c1NC(=O)OCC1CCCO1 (centres undefined)
→ -3, -11
Cc1ccc(C(=O)NCCN2CCCC2)cc1
→ 0, -3
Cc1ccc(CNC(=O)C(=O)NCC2CCCO2)cc1 (centres undefined)
→ -1, 3
COc1ccc(C(=O)NCCc2c[nH]c3ccccc23)cc1S(=O)(=O)N1CCOCC1
→ -7, 3
Cc1ccc(S(=O)(=O)/C(C#N)=C/c2c(N3CCC(C(N)=O)CC3)nc3ccccn3c2=O)cc1
→ 7, -8
CC1CCCN(C(=O)CSc2nnc(-c3c[nH]c4ccccc34)o2)C1 (centres undefined)
→ -2, 11
O=C(Cn1cc([N+](=O)[O-])cn1)Nc1ccn(Cc2c(F)c(F)cc(F)c2F)n1
→ -1, 5
Cn1c(=O)[nH]c(=O)c2c1nc(N1CCOCC1)n2CCCSc1ncccn1
→ 2, 2
O=C(N/N=C/c1cccc(Oc2ccc([N+](=O)[O-])cc2[N+](=O)[O-])c1)c1cncc(Br)c1
→ 17, 2
CCOC(=O)N1CCN(Cc2nc3c(c(=O)n(C)c(=O)n3C)n2Cc2cccc3ccccc23)CC1
→ -3, 6
CCOC(=O)c1c(N)sc2c1C1CCN2CC1
→ 0, -12
C=CCn1c(NCc2ccc3c(c2)OCO3)nc2ccccc21
→ 27, -1
CC(=O)c1ccc(Nc2nc(NCCO)nc(OC(C(F)(F)F)C(F)(F)F)n2)cc1
→ 3, -11
CCC(=O)Nc1c2c(nc3c1CCC3)CCCC2
→ 0, -8
CCCc1cc(=O)oc2cc(OCC(=O)N(C)C)c(Cl)cc12
→ 8, -5
O=c1[nH]c(CN(CCO)CCO)nc2c1C1(CCCCC1)Cc1ccccc1-2
→ -2, -13
CCC(=O)Nc1ccc(NC(=O)CN2CCCC(C)C2)c(Cl)c1 (centres undefined)
→ 7, 3
O=C(c1ccncc1)N1CCN(C(=O)c2cccc3ccccc23)CC1
→ 7, 6
Cc1c(NC(=O)C2CC=CCC2C(=O)O)c(=O)n(-c2ccccc2)n1C (centres undefined)
→ 4, -2
Cc1ccc(-n2c(SCc3cn4ccsc4n3)nc3ccccc3c2=O)cc1
→ -5, -6
O=C(Nc1cccc(F)c1)C1CCN(C(=O)Cc2ccccc2)CC1
→ -9, -4
Cc1cc(NC(=O)COC(=O)CSc2nc3cc(Cl)ccc3n2Cc2ccccc2)no1
→ -1, 2
CCCC(c1nnnn1CCOC)N1CCN(C(=O)c2ccco2)CC1 (centres undefined)
→ -7, -4
O=C1O/C(=C\C(=O)N2CCOCC2)c2ccccc21
→ 1, -8
CCOc1cc(CNc2ccc3c(c2)OCCO3)cc(Br)c1OCC(N)=O
→ -56, -3
Cc1ccc(OC(=O)c2ccc(Br)o2)cc1
→ 1, 2
CCC(=O)NC(=Nc1nc2ccccc2s1)NC(=O)CC
→ 65*, -3
CCOc1ccc(NC2=NC(C(=O)NCc3ccccc3)CC(=O)N2)cc1 (centres undefined)
→ -7, 5
Cc1ccc2c(c1)cc1c(=O)[nH]ncn12
→ 14, 5
Cc1ccc(NCc2nnc(SCC(=O)N3CCc4ccccc43)n2C)cc1
→ 13, 7
COc1ccc(Cn2c(N)c(C#N)c3nc4ccccc4nc32)cc1
→ -6, 11
O=C(O)c1ccc(S(=O)(=O)c2ccc3c(c2)C(=O)N(CC2CCCO2)C3=O)cc1 (centres undefined)
→ -6, 5
C=CCn1c(-c2ccc(S(=O)(=O)N3CCOCC3)cc2)csc1=Nc1ccccc1
→ -26, -5
CCOC(=O)c1ccc(N2CC(O)=C(c3nc4ccccc4c(=O)[nH]3)C2=N)cc1
→ 7, -11
Cc1ccnc(NC(=O)CSc2cc(=O)n(C)c3ccccc23)c1
→ -27, -2
CCOc1cc2c3c(c1)C1(OCCO1)C(=O)N3C(C)(C)CC2C (centres undefined)
→ -3, -2
COc1ccc(C(c2nnnn2Cc2ccc(F)cc2)N2CCN(c3ccccc3)CC2)cc1 (centres undefined)
→ 5, -4
O=c1c2ccccc2nc2n1C(CSCc1ccc(Cl)cc1Cl)CS2 (centres undefined)
→ -3, 1
COc1ccc(NC(=O)C(NC(C)=O)C(=O)NCc2ccc(F)cc2)cc1 (centres undefined)
→ -9, 15
CNc1oc(C)nc1S(=O)(=O)c1ccccc1
→ -6, -6
Cc1csc(NC(=O)CCNS(=O)(=O)c2ccc3c(c2)c(=O)n(C)c(=O)n3C)n1
→ 2, -2
CCOC(=O)c1sc(C)c2c1NC(c1ccc(Cl)cc1)NC2=O (centres undefined)
→ 3, -9
Cc1c(C(=O)N2CCCCC2)sc(NC(=O)C23CC4CC(CC(C4)C2)C3)c1C#N
→ 3, -3
CCOC(=O)c1cc(OC)c2cccc(CN3CCC(C)(C(=O)NCCOC)C3)c2c1 (centres undefined)
→ 4, -4
COc1ccc(Cl)cc1N(C)C(=O)CCc1nc(-c2ccc(C)cc2)no1
→ 13, -5
Cc1ccc(-n2nnnc2Sc2nc([N+](=O)[O-])nn2C)c(C)c1
→ 2, -2
COc1ccc(C(=O)N/C(=C\c2ccco2)C(=O)NCCN2CCOCC2)cc1
→ -6, 5
COc1ccc(-c2noc(CN(C(=O)c3ccc(OC(C)=O)cc3)C(C)C)n2)cc1OC
→ 4, -1
CC(=O)N1CCc2cc(Br)cc(S(=O)(=O)NCCN3CCCCC3C)c21 (centres undefined)
→ 6, -6
Cc1noc(C)c1S(=O)(=O)N1CCCC(C(=O)Nc2cccnc2)C1 (centres undefined)
→ 6, -1
O=C(Nc1ccccc1C(F)(F)F)c1cc(S(=O)(=O)N2CCOCC2)ccc1F
→ -13, -2
O=C(C1CCC(C(=O)N2CCCCC2)CC1)N1CCCCC1 (centres undefined)
→ -8, 3
O=C(Nc1ccccc1)c1cccc(N2CCCC2=O)c1
→ 16, -4
O=C(c1ccco1)N1CCN(C(=O)C2CC(c3ccc(Cl)cc3)=NO2)CC1 (centres undefined)
→ -9, 3
c1ccc(Cn2c(Nn3cnnc3)nc3ccccc32)cc1
→ -11, 2
CCOC(=O)c1c(C)c2c(n1C)CCC/C2=N\O
→ -3, 2
C=CCNC(=O)C1CC(=O)N(c2ccc(OCC(=O)NCc3ccccc3)cc2)C1 (centres undefined)
→ -4, 6

Reformatted comma-delimited: part of the list above.
SMILES,esBAF inh,RAD54 branch
CCOc1ccc(NC2=NC(C(=O)NCc3ccccc3)CC(=O)N2)cc1 (centres undefined),-7,5
Cc1ccc2c(c1)cc1c(=O)[nH]ncn12,14,5
Cc1ccc(NCc2nnc(SCC(=O)N3CCc4ccccc43)n2C)cc1,13,7
COc1ccc(Cn2c(N)c(C#N)c3nc4ccccc4nc32)cc1,-6,11
O=C(O)c1ccc(S(=O)(=O)c2ccc3c(c2)C(=O)N(CC2CCCO2)C3=O)cc1 (centres undefined),-6,5
C=CCn1c(-c2ccc(S(=O)(=O)N3CCOCC3)cc2)csc1=Nc1ccccc1,-26,-5
CCOC(=O)c1ccc(N2CC(O)=C(c3nc4ccccc4c(=O)[nH]3)C2=N)cc1,7,-11
Cc1ccnc(NC(=O)CSc2cc(=O)n(C)c3ccccc23)c1,-27,-2
CCOc1cc2c3c(c1)C1(OCCO1)C(=O)N3C(C)(C)CC2C (centres undefined),-3,-2
COc1ccc(C(c2nnnn2Cc2ccc(F)cc2)N2CCN(c3ccccc3)CC2)cc1 (centres undefined),5,-4
O=c1c2ccccc2nc2n1C(CSCc1ccc(Cl)cc1Cl)CS2 (centres undefined),-3,1
COc1ccc(NC(=O)C(NC(C)=O)C(=O)NCc2ccc(F)cc2)cc1 (centres undefined),-9,15
CNc1oc(C)nc1S(=O)(=O)c1ccccc1,-6,-6
Cc1csc(NC(=O)CCNS(=O)(=O)c2ccc3c(c2)c(=O)n(C)c(=O)n3C)n1,2,-2
CCOC(=O)c1sc(C)c2c1NC(c1ccc(Cl)cc1)NC2=O (centres undefined),3,-9

Continued.
Screens in order – esBAF inh, RAD54 branch
COc1ccc(N2CCN(c3ncnc4c3nnn4Cc3ccccc3Cl)CC2)cc1
→ -14, 3
COc1cccc(-c2nnc(SCC(=O)N3CCOCC3)o2)c1
→ 27, -6
CCOC(=O)N(C)c1ccc(C(O)(C(F)(F)F)C(F)(F)F)cc1
→ 28, -5
O=C(Nc1nnc(CCN2CCCCC2)s1)C1CCCCC1
→ -3, -2
Cc1cccc(C)c1NC(=O)CSc1nnc(-c2ccoc2C)n1C
→ -5, 8
CCc1ccc(C(=O)c2oc3nc(C)cc(C)c3c2N)cc1
→ 12, 0
COc1cccc(C(C(=O)NCc2ccco2)N(C(=O)Cn2nnc3ccccc32)C2CC2)c1OC (centres undefined)
→ 0, -11
CCc1nc(Nc2ccc3nccnc3c2)c2oc3ccccc3c2n1
→ -4, 11
COc1ccc(CCNC(=O)C2CCN(S(=O)(=O)c3cccc4nonc34)CC2)cc1OC
→ -6, 5
Cc1ccc(Cn2ccc(NC(=O)C3C4CCC(C4)C3C(=O)O)n2)cc1 (centres undefined)
→ 7, -2
O=C(Cn1nnc(-c2ccccc2NC(=O)c2ccco2)n1)Nc1ccccc1
→ 7, 6
O=C(c1[nH]nc2c1CCc1ccccc1-2)N1CCN(Cc2ccc3c(c2)OCO3)CC1
→ 0, -1
Cc1cc(NC(=O)c2nn(C)c(C)c2[N+](=O)[O-])no1
→ -2, -6
N#Cc1c(N)n(CCOC(=O)c2cccc(Br)c2)c2nc3ccccc3nc12
→ 4, -10
O=C(O)C1C2CCC(O2)C1C(=O)Nc1cnn(Cc2ccccc2)c1 (centres undefined)
→ 11, 4
CC(=O)C1=C(C)OC(N)=C(C#N)C1c1cc2cccc(C)c2nc1Cl (centres undefined)
→ -2, -1
C=CS(=O)(=O)N(Cc1ccc(Cl)c(Cl)c1)C[C@@H](O)CO
→ -9, 0
O=C(NCc1ccc2c(c1)OCO2)C1CC(=O)N(C2CCCCCCC2)C1 (centres undefined)
→ 4, -1
CCOC(=O)c1c(NC(=O)c2c(C)noc2C)sc2c1CCCCC2
→ -5, 6
Cc1ccc(S(=O)(=O)N2CC(O)CC2C(=O)Nc2ccc3c(c2)CCC3)cc1 (centres undefined)
→ 7, 2
C=CCOC(=O)CCCC(=O)NC1CCCCC1
→ -2, -17
N=P(N1CCOCC1)(N1CCOCC1)C12CC3CC(CC(C3)C1)C2
→ -6, -7
Cc1ccccc1C(=O)Nc1ccc(-c2nc3ccc(C(=O)c4ccccc4)cc3[nH]2)cc1
→ 11, 1
CC(=O)c1ccc(N2CCN(S(=O)(=O)c3ccc4c5c3CC(=O)N5CC(C)S4)CC2)cc1 (centres undefined)
→ -3, -18
COc1ccccc1Oc1ccc(S(=O)(=O)N2CCOCC2)cc1S(=O)(=O)N1CCOCC1
→ 5, 1
C=CCN1C(=O)CSC1=Nc1cccc(O)c1
→ 2, -1
COc1cccc(C2=CC(c3cccc(OC)c3OC(F)F)n3nnnc3N2)c1 (centres undefined)
→ 10, -7
O=c1c(-c2ccc(Cl)cc2)coc2c(CN3CCOCC3)c(O)ccc12
→ 19, 3
c1nc(N2CCCC2)c2[nH]cnc2n1
→ 5, 1
O=c1cc(C(F)(F)F)nc(SCc2cccnc2)[nH]1
→ 1, -5
CCN(CC)S(=O)(=O)c1ccc(O)c(NC(=O)c2cc(-c3cc(OC)c(OC)c(OC)c3)nc3ccccc23)c1
→ -3, 4
Cc1ccc(S(=O)(=O)NCCSCc2ccccc2)cc1
→ -3, -2
CSc1ccccc1N1CCN(C(=O)Nc2ccc3c(c2)NC(=O)CO3)CC1
→ 6, -1
Cc1ccc(/C=N/N2CCN(Cc3cccc4ccccc34)CC2)o1
→ 12, -7
CC1(C)CC(=O)C(=Cc2cn(-c3ccccc3)nc2-c2ccc(Cl)cc2)C(=O)C1
→ 83*, -3
C=CCN1C(=O)CSc2ccc(C(=O)N3CCC(C)CC3)cc21
→ 0, 3
CCN(CC)C(=O)CSc1nnc(COc2ccccc2)n1CC
→ -3, 8
COc1cc(-c2nnc(-c3cc(OC)c(OC)c(OC)c3)o2)cc(OC)c1OC
→ 9, 10
NC(=O)C1(N2CCCCC2)CCN(Cc2nc3ccccc3c(=O)[nH]2)CC1
→ 3, -11
COC(=O)c1oc2ccc(OC)cc2c1N
→ 32, -5
Cc1ccc(-c2cnc(C3CC3)o2)cc1S(=O)(=O)Nc1ccccc1
→ -2, -7
N#Cc1c(NC(=O)CSc2nc(-c3ccco3)cc(C(F)(F)F)n2)sc2c1CCCC2
→ -4, -12
COc1ccc(OCC(O)Cn2cnc(-c3ccc(Br)cc3)c2)cc1 (centres undefined)
→ 4, -6
O=C(C1CCCN(S(=O)(=O)Cc2ccccc2)C1)N1CCCCC1 (centres undefined)
→ 0, -8
Cc1cc(C(=O)N2CCN(C/C=C/c3ccccc3)CC2)no1
→ 0, 5
O=C(NCc1n[nH]c(=S)n1-c1ccccc1)c1ccc(S(=O)(=O)N2CCOCC2)cc1
→ 6, 3
CCn1c(COc2ccccc2)nnc1SCC(=O)Nc1cc(C)ccc1OC
→ 1, -4
